esBAF inh = Bmi1 luciferase reporter increase in mESCs, primary screen, esBAF inhibitor project, mouse ES cells, Bmi1 luciferase knock-in, single point; 24 h; 100% = twice the neutral-well signal; reporter increase, % at 12.5 µM; hit rate 2% among 350,000; AID 602393, 2012; in the data active = activation above about 40%;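 note: 0% = median of the plate's neutral control wells and 100% = double that signal; a rise in the Bmi1 reporter signal indicates esBAF inhibition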
ERp5 inh = inhibitors of ERp5-driven insulin aggregation, primary screen, biochemical, turbidity, absorbance 650 nm, single point | Protein disulfide-isomerase A6 (Homo sapiens), Q15084 | 90 min | inhibition, % at 9.99 µM | hit rate 0.05% among 350,000 | AID 651711, 2012;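 active = mean replicate inhibition above about 25%, with every replicate also reaching it, limit read from the data, passing the limit was not always enough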
Target sequence (Q15084 whole entry, looked up): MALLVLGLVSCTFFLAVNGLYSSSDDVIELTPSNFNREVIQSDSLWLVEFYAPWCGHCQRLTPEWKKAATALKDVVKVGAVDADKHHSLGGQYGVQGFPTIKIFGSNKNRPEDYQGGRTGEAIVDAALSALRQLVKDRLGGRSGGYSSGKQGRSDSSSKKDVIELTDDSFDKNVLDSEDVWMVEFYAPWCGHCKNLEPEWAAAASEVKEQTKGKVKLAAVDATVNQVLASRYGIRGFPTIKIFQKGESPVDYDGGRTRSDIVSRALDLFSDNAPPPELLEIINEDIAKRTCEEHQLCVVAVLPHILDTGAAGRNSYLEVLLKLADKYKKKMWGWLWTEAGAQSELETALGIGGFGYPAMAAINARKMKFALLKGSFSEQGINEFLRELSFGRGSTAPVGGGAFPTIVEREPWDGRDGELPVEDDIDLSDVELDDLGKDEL
RAD52 anneal inh = RAD52 DNA annealing inhibitors, primary screen, biochemical, FRET, single point, set 2. DNA repair protein RAD52 homolog (Homo sapiens), P43351. recombinant RAD52 DNA annealing, FRET fluorescence. inhibition, % at 18.7 µM. hit rate 0.46% among 360,000. AID 651710, 2012;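 active = every replicate showing at least 50% inhibition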
Target sequence (P43351 whole entry, looked up): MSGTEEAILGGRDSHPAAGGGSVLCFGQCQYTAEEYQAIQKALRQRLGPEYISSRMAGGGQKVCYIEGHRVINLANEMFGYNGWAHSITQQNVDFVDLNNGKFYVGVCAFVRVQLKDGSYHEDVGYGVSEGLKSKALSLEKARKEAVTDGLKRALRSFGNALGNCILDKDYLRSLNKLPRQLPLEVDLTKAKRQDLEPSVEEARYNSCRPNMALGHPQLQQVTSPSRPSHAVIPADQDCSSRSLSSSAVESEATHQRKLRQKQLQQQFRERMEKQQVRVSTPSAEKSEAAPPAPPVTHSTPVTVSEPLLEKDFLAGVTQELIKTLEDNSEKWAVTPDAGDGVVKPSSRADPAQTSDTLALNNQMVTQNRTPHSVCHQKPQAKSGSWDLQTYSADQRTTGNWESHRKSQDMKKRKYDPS
ERAP1 HTS inh = human ERAP1 aminopeptidase inhibitors, primary screen, biochemical, single point, plate reader; recombinant ERAP1, Leu-AMC fluorescence, 60 min; inhibition, % at 10.7 µM; hit rate 0.15% among 340,000;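 active = mean replicate inhibition of at least 30%, or all replicates individually reaching that 30% level; inactive = mean below 30% and not every replicate reaching it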;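 note: 0% = neutral control wells and 100% = L-leucinethiol positive control wells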
Xi reactivation = activators of inactive X chromosome reactivation, primary screen, imaging, XiGFP fibroblasts, GFP high-content imaging, set 2 | XiGFP mouse fibroblasts, % GFP-positive cells imaging, 3 d; cells co-treated with 5-aza-dC sensitizer; scaled so ellipticine positive control = 100% | activation, % at 7.58 µM | hit rate 0.055% among 360,000;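 active = mean normalized replicate activation at least 10% and every replicate at or above 10%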;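 note: 0% = median of on-plate neutral control wells and 100% = ellipticine 6 µM median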
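System: XiGFP fibroblasts, SV40-immortalized. Medium: DMEM plus 5-aza-dC sensitizer. Doses: single point. Timing: 3 d treatment, 15 min room-temperature fixation. Control set: ellipticine 6 µM.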
E-sel inducer = E-selectin induction in HUVECs, primary screen, imaging, HUVEC, immunofluorescence imaging, single point. normalized: neutral wells 0, TNF-alpha wells 100. activation, % at 7.58 µM. hit rate 0.37% among 260,000. AID 686992, 2013;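 active = mean E-selectin-positive cell signal at least 10% of the positive control, reached in at least 60% of replicates, without over 20% cell loss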;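 note: in these data hits start at about 27%; measured in HUVEC primary endothelial cells; signal is the percent of cells scored E-selectin positive by PE staining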
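Material: HUVEC primary endothelial cells; Amount: 3,000 cells per well; Dosing: single concentration; Medium: EGM-2 growth medium on 0.1% gelatin-coated wells; Read-out basis: percent E-selectin-positive cells; Signal: immunofluorescence imaging; Control set: TNF-alpha, DMSO.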
RAD54 branch = inhibitors of human RAD54 branch migration, primary screen, biochemical, fluorescence, single point. DNA repair and recombination protein RAD54-like (Homo sapiens), Q92698. RAD54 Holliday junction branch migration, FAM/BHQ fluorescence. inhibition, % at 10.4 µM. hit rate 0.14% among 360,000;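 active = mean normalized replicate activity at least 40 and at least half of replicates scoring 40 or more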;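 note: 0% = median of neutral control wells and 100% = median of positive control wells; inhibitors cause a drop in the FAM fluorescence signal; in these data hits start at about 50%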
S100A4 MyoIIA = inhibitors of S100A4-myosin IIA peptide binding, primary screen, biochemical, fluorescence polarization, TAMRA-MyoIIA peptide. Protein S100-A4 (Homo sapiens), P26447. inhibition, % at 10.7 µM. hit rate 0.14% among 360,000;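 active = mean inhibition of at least 70% across replicates, with every replicate also reaching that level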
Target sequence (P26447 whole entry, looked up): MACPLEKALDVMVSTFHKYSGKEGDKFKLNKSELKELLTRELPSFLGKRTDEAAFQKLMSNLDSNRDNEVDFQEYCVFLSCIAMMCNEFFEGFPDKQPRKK
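Compound dosing: one dose per compound; test system: human S100A4 monomer with TAMRA-labelled myosin IIA peptide; probe or stimulus: TAMRA-labelled myosin IIA heavy-chain peptide probe, 5 nM; medium: HEPES buffer with Ca2+, pH 7.2; schedule: 5 min incubation before reading; benchmarks: neutral control DMSO, positive control TFP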
* = called active by the depositor; i = inactive; . = not tested or not shown; & = joins results of further samples.

SMILES | esBAF inh | ERp5 inh | RAD52 anneal inh | ERAP1 HTS inh | Xi reactivation | E-sel inducer | RAD54 branch | S100A4 MyoIIA
C[C@H](CO)N1C[C@H](C)[C@H](CN(C)S(=O)(=O)c2cn(C)cn2)OCc2ccccc2-c2ccccc2C1=O | 4 | 8 | -6 | -2 | -0.1 | 0.1 | -3 | -13
COc1ccc(NC(=O)c2cc(-c3ccncc3)nc3ccccc23)c(OC)c1 | . | -4 | -16 | 2 | 0.1 | 0.1 | . | -1
CO[C@H](CN(C)Cc1ccc2c(c1)OCO2)[C@@H](C)CN(C(=O)Nc1ccc(F)cc1)[C@H](C)CO | 5 | -3 | -10 | 2 | 0.3 | 0.2 | -2 | 5
CCOc1cc(NC(=O)c2cccs2)c(OCC)cc1NC(=O)CCC(=O)NCCN1CCOCC1 | . | 0 | 4 | -2 | 0.3 | . | . | 1
OCCC#Cc1ccc(N2C(c3ccsc3)=Cc3ccc(F)cc3C2c2c[nH]c3ccccc23)cc1 (configuration not stated) | . | -8 | -10 | -2 | 0.5 | 0.3 | . | -14
COc1ccccc1S(=O)(=O)N1CC[C@@H]2[C@@H](CO)N(C)c3ccc(-c4cccc(C#N)c4)cc3[C@@H]21 | -3 | . | . | . | 0.0 | 0.7 | 2 | .
CCc1cccc(CC)c1NC(=S)NCCc1c(C)[nH]c2ccc(C)cc12 | -1 | 1 | -33 | -2 | 0.0 | 6.5 | 9 | -4
CCc1nnc(NC(=O)c2ccc(S(=O)(=O)N3CCCC(C)C3)cc2)o1 (configuration not stated) | -5 | 1 | -25 | -2 | -0.1 | -1.6 | 1 | 40
Cc1ccc(S(=O)(=O)N2CCN(C(=O)CN3C(=O)NC4(CCCCC4)C3=O)CC2)c(C)c1 | 7 | 3 | -8 | -3 | 0.2 | . | 13 | 2
C[C@@H]1CN([C@H](C)CO)C(=O)c2cc(NC(=O)CCC(F)(F)F)ccc2O[C@@H]1CN(C)Cc1ccc2c(c1)OCO2 | -7 | -5 | 1 | 1 | -0.6 | 0.0 | 12 | -6
CCOc1ccc(CCNC(=O)COC(=O)c2ccc(C)c([N+](=O)[O-])c2)cc1OCC | -7 | 3 | -3 | -2 | 0.0 | 0.1 | -8 | 0
Cc1c(CN2CCC(n3nccc3NC(=O)c3cccc(F)c3)CC2)cnn1C | -4 | 3 | -4 | -5 | 0.0 | 0.1 | 0 | -3
CCOc1ncccc1C(=O)Nc1nnc(C)s1 | . | 5 | -4 | -4 | 0.2 | 0.2 | . | -2
O=C(CNC(=O)c1ccco1)NCC(=O)OCC(=O)c1ccc(Cl)c([N+](=O)[O-])c1 | 7 | 5 | -3 | 2 | 0.1 | . | -5 | -3
Cc1ccc(S(=O)(=O)Nc2ccc3c(c2)CC(=O)N([C@H](C)CO)C[C@@H](C)[C@H](CN(C)C(=O)NC2CCCCC2)O3)cc1 | -2 | -3 | 7 | 0 | 0.2 | 0.0 | 3 | 3
Cc1oc(-c2cc(F)ccc2F)nc1CN1CCCN(C(=O)c2ccco2)CC1 | . | 0 | -12 | -2 | 0.0 | . | . | 1
NC(=O)N/N=C/c1cc(F)cc(F)c1 | . | 1 | -3 | -1 | 0.1 | 0.0 | -21 | -1
Cc1ccc2nc(CSc3nc(C)nc4c3oc3ccccc34)[nH]c2c1 | 5 | 1 | i | . | 0.0 | 0.1 | 4 | 1
Cc1ccccc1N1CC(C(=O)Nc2ccc(S(=O)(=O)N3CCOCC3)cc2)CC1=O (configuration not stated) | -3 | 1 | -13 | 0 | 0.6 | 0.1 | 9 | -9
O=C(Nc1cc(Cl)cc2c1-c1ccc(Cl)cc1C2O)C(Cl)Cl (configuration not stated) | . | 4 | -3 | 0 | 0.3 | 0.5 | . | 18
C[C@@H]1CN([C@@H](C)CO)C(=O)c2cccc(N(C)C)c2O[C@H]1CN(C)C(=O)Nc1ccc(C(F)(F)F)cc1 | 17 | 6 | -13 | -3 | -1.3 | . | 10 | 3
CC(C)COc1ccc(C(=O)Nc2cc(S(=O)(=O)N3CCOCC3)ccc2N2CCCC2)cc1 | 9 | -14 | -16 | 0 | 0.0 | . | 3 | -3
COc1cccc(NC(=O)N2CC3(C2)[C@H](c2ccccc2)[C@@H](CO)N3C(C)=O)c1 | . | 2 | -6 | 1 | 0.2 | 0.2 | . | 7
CN(C)C(=O)C[C@H]1CC[C@H]2[C@H](COc3ccc(NC(=O)c4ccc(F)c(F)c4)cc3C(=O)N2C)O1 | 0 | 3 | 8 | -2 | 0.0 | 1.9 | -28 | 2
CCOc1ccc(NS(=O)(=O)c2cc(C(=O)NCCN3CCOCC3)ccc2C)cc1 | . | 3 | -17 | -1 | 0.0 | 0.2 | . | -2

A draw from above in order of molar mass, highest first.
SMILES | esBAF inh | ERp5 inh | RAD52 anneal inh | ERAP1 HTS inh | Xi reactivation | E-sel inducer | RAD54 branch | S100A4 MyoIIA
CCOc1ccc(NS(=O)(=O)c2cc(C(=O)NCCN3CCOCC3)ccc2C)cc1 | . | 3 | -17 | -1 | 0.0 | 0.2 | . | -2
COc1cccc(NC(=O)N2CC3(C2)[C@H](c2ccccc2)[C@@H](CO)N3C(C)=O)c1 | . | 2 | -6 | 1 | 0.2 | 0.2 | . | 7
CCc1cccc(CC)c1NC(=S)NCCc1c(C)[nH]c2ccc(C)cc12 | -1 | 1 | -33 | -2 | 0.0 | 6.5 | 9 | -4

The listing picks up with the two entries that preceded the break.
SMILES | esBAF inh | ERp5 inh | RAD52 anneal inh | ERAP1 HTS inh | Xi reactivation | E-sel inducer | RAD54 branch | S100A4 MyoIIA
CN(C)C(=O)C[C@H]1CC[C@H]2[C@H](COc3ccc(NC(=O)c4ccc(F)c(F)c4)cc3C(=O)N2C)O1 | 0 | 3 | 8 | -2 | 0.0 | 1.9 | -28 | 2
CCOc1ccc(NS(=O)(=O)c2cc(C(=O)NCCN3CCOCC3)ccc2C)cc1 | . | 3 | -17 | -1 | 0.0 | 0.2 | . | -2
Cc1cccc(N(CC(=O)NC2CC2)S(=O)(=O)c2ccc(Cl)cc2)c1 | -10 | 3 | -3 | -1 | -0.1 | 0.4 | -11 | -8
COc1ccc(C)cc1NC(=O)CC1COc2ccccc2O1 (configuration not stated) | -5 | 2 | -29 | -2 | 0.1 | . | -12 | -5
COc1ccc(CN(C)C[C@H]2OCCCC[C@@H](C)Oc3ccc(NS(C)(=O)=O)cc3C(=O)N([C@H](C)CO)C[C@@H]2C)cc1 | 0&-9 | 0&1 | -15&4 | 1&0 | 0.1&0.0 | -0.1 | -1&5 | -4&0
O=C(COC(=O)CCc1ccc(S(=O)(=O)N2CCCCC2)cc1)Nc1ccc2c(c1)OCO2 | 6 | -6 | -10 | 4 | . | . | 6 | -2
CCC1(C)Cc2ccccc2-c2nc[nH]c(=O)c21 (configuration not stated) | -6 | 0 | -10 | 2 | 0.3 | . | 10 | -3
COc1cc(/C=N/NC(=O)[C@H](Cc2c[nH]c3ccccc23)NC(=O)OCC(C)C)cc([N+](=O)[O-])c1O | . | 4 | 4 | 4 | -0.1 | . | . | -3
C=CCNC(=O)C1CC2c3ccccc3C1c1ccccc12 (configuration not stated) | . | 6 | -10 | -1 | 0.0 | . | . | 1
NC(=O)C1CCCN(C(=S)NCc2ccc3c(c2)OCO3)C1 (configuration not stated) | . | 2 | -4 | 0 | -0.1 | . | . | 0
C[C@@H]1CN([C@H](C)CO)C(=O)c2cc(NC(=O)C3CCCCC3)ccc2O[C@@H](C)CCCCO[C@@H]1CN(C)S(=O)(=O)c1cn(C)cn1 | 0 | 0 | 14 | -1 | -0.2 | -0.1 | 2 | -3
COc1ccc(C2(C)NC(=O)N(CC(=O)NC3CCCC3)C2=O)cc1OC (configuration not stated) | -7 | 2 | -12 | -1 | 0.0 | . | 1 | 0
O=S(=O)(NNc1ccc(F)cc1F)c1cccc(Cl)c1 | -8 | 0 | -15 | 1 | 0.0 | 0.5 | . | -6
CCOC(=O)CNC(=O)c1sc(NC(=O)c2ccccc2F)nc1C | 57* | 6 | -19 | 1 | . | . | -5 | 1
CCCNC(=O)c1cc(OC)c(OC)cc1[N+](=O)[O-] | -4 | -2 | -5 | -1 | . | . | 10 | -4
Cc1ccc(NC2=CC(=O)C(=O)c3ccccc32)c(C)c1 | -11 | -5 | -4 | -2 | 0.5 | . | -2 | 1
O=C(C[C@@H]1CC[C@@H]2[C@H](COC[C@@H](O)CN2C(=O)CCN2CCCCC2)O1)NCc1ccncc1 | 0 | 6 | -23 | -3 | 0.0 | -0.1 | 3 | 2
O=C1CSC(c2ccccn2)N1c1ccc(F)cc1F (configuration not stated) | . | -2 | -15 | 1 | 0.0 | . | . | 0
CC1CCCC(NC(=O)CN2C(=O)COc3ccccc32)C1C (configuration not stated) | 1 | 3 | -9 | 5 | 0.0 | . | 1 | 1
CCOC(=O)C1=CC[C@@H](c2ccccc2C(F)(F)F)N(S(=O)(=O)c2ccc(C)cc2)[C@H]1c1ccc(C#N)cc1 | -10 | 2 | 4 | 5 | 0.1 | -0.1 | -5 | 0
CO[C@H](CN(C)Cc1cc(F)ccc1F)[C@@H](C)CN([C@H](C)CO)S(=O)(=O)c1ccc(C)cc1 | 0 | -2 | -2 | -1 | 0.0 | -0.1 | -6 | 1
CN1C(=O)N(C)C2(c3ccccc3)N(C(C)(C)C)C(=O)NC12c1ccccc1 (configuration not stated) | . | 0 | -4 | 3 | 0.1 | 1.6 | . | -2
O=C(C[C@H]1CC[C@H]2[C@@H](COC[C@@H](O)CN2S(=O)(=O)c2ccc(Oc3ccccc3)cc2)O1)NC1CCC1 | -9 | 0 | 8 | 2 | 0.1 | 0.1 | 9 | -12
CS(=O)c1ccc(-n2c(=O)n(Cc3ccccc3)c(=O)c3[nH]cnc32)cc1 (configuration not stated) | 1 | 2 | -1 | -4 | 0.1 | 0.1 | . | -2
O=C(Nc1ccc(F)cc1)N[C@@H]1CC[C@H](CCNC(=O)c2cc(Cl)cc(Cl)c2)O[C@H]1CO | -2 | 4 | -20 | 1 | -0.4 | -0.4 | 0 | -4
O=C(C[C@H]1C[C@H]2c3cc(NS(=O)(=O)c4ccc(F)cc4)ccc3O[C@H]2[C@@H](CO)O1)NCc1ccccc1F | 5 | 0 | -4 | 1 | -0.1 | -0.1 | 1 | -6
Cn1c(=O)c2sccc2n(CC(=O)NCCC2=CCCCC2)c1=O | -6 | 2 | -7 | -5 | 0.1 | 0.5 | -2 | 0
O=C(COc1ccc(S(=O)(=O)Nc2cccc(C(F)(F)F)c2)cc1)N1CCOCC1 | 2 | 5 | -12 | 5 | 0.2 | -0.2 | 2 | 4
CCC(=O)N1CC2(C1)[C@H](c1ccccc1)[C@@H](CO)N2S(=O)(=O)Cc1ccccc1 | . | 1 | -12 | 3 | 0.0 | 0.2 | . | 9
Cn1c(C(=O)N2CCC(C(N)=O)CC2)cc2cc(Cl)ccc21 | 7 | -1 | -3 | 7 | 0.0 | . | 0 | -1
COc1ccc(CCC(=O)Nc2ccc(Cn3ccnc3)cc2)cc1 | -2 | -1 | -13 | -2 | 0.0 | . | 1 | 1

Screens from PubChem.

Rows were taken by chance; overall some 2.5% were active at least once.
